Compound activity: PubChem BioAssay, several laboratories
HDAC3 inhib: inhibitors of human histone deacetylase 3 | O15379 | recombinant HDAC3, fluorogenic peptide/trypsin coupled, fluorescence | inhibition, % at 8.3 µM | hit rate 0.15% among 320,000; in the data active = inhibition above about 26%, passing the limit was not always enough
TMEM16A act: mouse TMEM16A channel activation, primary screen. hit rate 0.3% among 340,000. B-score at 10 µM. Q8BHY3. HEK293 TMEM16A/YFP-H148Q/I152L, iodide quench fluorescence; stronger effect = lower value. AID 623877;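 active = fluorescence-ratio B-score plate-corrected deviation score at least 3 library SD below zero, with starting fluorescence score within 5 deviations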;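 note: channel opened by trigger with iodide after compound preincubation; score built on the fluorescence ratio of max minus min over baseline; more negative score means more quench and so TMEM16A activation or potentiation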
Target sequence (Q8BHY3 whole entry, looked up): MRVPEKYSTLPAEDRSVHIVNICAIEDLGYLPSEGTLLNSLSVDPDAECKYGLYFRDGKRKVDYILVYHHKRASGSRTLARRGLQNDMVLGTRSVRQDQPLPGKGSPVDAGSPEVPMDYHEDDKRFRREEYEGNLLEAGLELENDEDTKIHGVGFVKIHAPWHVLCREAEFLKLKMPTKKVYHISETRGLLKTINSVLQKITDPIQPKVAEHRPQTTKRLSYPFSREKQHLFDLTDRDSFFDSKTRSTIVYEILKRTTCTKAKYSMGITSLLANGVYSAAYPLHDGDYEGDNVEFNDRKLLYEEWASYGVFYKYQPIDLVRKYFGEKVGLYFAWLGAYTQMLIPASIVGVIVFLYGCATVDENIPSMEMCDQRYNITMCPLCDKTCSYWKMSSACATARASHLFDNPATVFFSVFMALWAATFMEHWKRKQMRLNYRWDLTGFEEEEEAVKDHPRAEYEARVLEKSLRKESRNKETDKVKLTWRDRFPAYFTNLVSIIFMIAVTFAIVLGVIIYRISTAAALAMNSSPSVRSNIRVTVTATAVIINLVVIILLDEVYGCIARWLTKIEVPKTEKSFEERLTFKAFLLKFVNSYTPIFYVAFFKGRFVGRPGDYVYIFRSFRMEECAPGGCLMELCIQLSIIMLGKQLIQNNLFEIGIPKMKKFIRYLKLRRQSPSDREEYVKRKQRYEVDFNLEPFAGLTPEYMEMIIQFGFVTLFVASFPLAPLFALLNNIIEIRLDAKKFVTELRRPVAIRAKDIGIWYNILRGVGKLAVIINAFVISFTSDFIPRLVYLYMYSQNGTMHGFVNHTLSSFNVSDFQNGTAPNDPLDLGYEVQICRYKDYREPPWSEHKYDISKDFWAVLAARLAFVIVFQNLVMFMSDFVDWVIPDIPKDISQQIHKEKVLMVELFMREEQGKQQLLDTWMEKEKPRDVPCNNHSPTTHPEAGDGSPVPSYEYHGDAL
The depositor's hits bear a star; i = inactive. The list is partial. The share of hits here may be higher or lower than overall.

SMILES	HDAC3 inhib	TMEM16A act
O=C(CN1C(=O)NC(Cc2ccccc2)C1=O)Nc1ccc(OC(F)(F)F)cc1 (stereo unspecified)	4	i
O=C(CN1C(=O)NC2(CCCC2)C1=O)NCc1ccc(F)cc1	2	i
Cc1ccc(S(=O)(=O)N(C)c2ccc(OCC(=O)OCc3ccc(C#N)cc3)cc2)cc1	0	i
O=C(CCC1CCCC1)Nc1cc(Cl)ccc1N1CCOCC1	6	i
CC(OC(=O)c1cccnc1Cl)C(=O)NCc1ccccc1 (stereo unspecified)	-1	i
C/C=C(\C)C(=O)O[C@H](c1cc2ccc(=O)oc2cc1OC)[C@@H](O)C(C)(C)O	-22	i
COc1ccc(-c2nnn(CC(=O)Nc3ccc4c(c3)OCCO4)n2)cc1OC	2	i
COC(=O)c1cccc(-n2sc3ccccc3c2=O)c1	67*	i
C=CC[C@H](CC(=O)OC(C)(C)C)C(=O)OC[C@H]1CCCN1C(=O)[C@@H](CC=C)CC(=O)N(CCO)Cc1ccccc1	5	i
O=C(NCc1cccnc1)C1CCN(S(=O)(=O)c2cccc(C(F)(F)F)c2)CC1	-2	i
Cc1ccc(S(=O)(=O)N2CCOCC2)cc1C(=O)NC(C)CCc1ccccc1 (stereo unspecified)	-14	i
O=C(NCCC(=O)N1CCN(C(=O)c2ccco2)CC1)c1ccccc1Cl	5	i
CCCCCn1nc(C(=O)OCc2nc(N)nc(Nc3ccccc3)n2)c2ccccc2c1=O	8	i
Nc1ccn(CC(=O)NCc2ccccc2)c(=O)n1	-8	i
O=C(CSc1nnnn1-c1ccccc1)NCC1(N2CCCCC2)CCCCC1	-7	i
c1cncc(-c2ccc3ncnc(NCc4ccc5c(c4)OCO5)c3c2)c1	6	i
O=C(Nc1cc(Cl)ccc1-n1cncn1)c1cccc(S(=O)(=O)N2CCOCC2)c1	1	i
O=C(NNc1c(F)c(F)cc(F)c1F)c1ccco1	3	i
c1ccc(CC[C@@H]2CC[C@@H](CCc3ccccc3)N2)cc1	12	i
O=C(CSc1ncnc2sccc12)N1CCCCC1	-1	i
CN1CCC(N(C)C(=O)c2ccc(Cl)c(S(=O)(=O)N3CCc4ccccc43)c2)CC1	1	i
O=C(OCCCc1cc2ccccc2c(=O)o1)c1ccc2c(c1)OCO2	6	i
COCc1ccccc1C1=CC(=O)C[C@H](c2ccc(OC)cc2)C1	1	i
CC(CC(=O)Nc1cccc(S(=O)(=O)N2CCCCC2)c1)c1ccccc1 (stereo unspecified)	6	i
Cc1ccccc1C(C)NS(=O)(=O)c1ccc2c(c1)OCCO2 (stereo unspecified)	1	i
COc1cccc(-c2sc3ccc(OC)cc3c2-c2ccc(OC)cc2F)c1	-3	i
CC1(c2ccc3c(c2)OCCCO3)NC(=O)N(CC(=O)NCCc2ccccc2)C1=O (stereo unspecified)	6	i
Cc1noc(C)c1COc1ccc(C(=O)NCc2cccs2)cc1	3	i
Cn1cccc1C1CCCN1CC(=O)Nc1ccc(C(N)=O)cc1 (stereo unspecified)	0	i
Cc1cccc(C)c1OCC(=O)NNC(=O)CCCn1c(=O)oc2ccccc21	4	i
C=CCC[C@H](Cc1ccc(F)cc1)C(=O)OC[C@@H]1CCCN1C(=O)[C@@H](CC=C)CC(=O)NCCO	0	i
NC(=O)C1CCCN(C(=O)c2ccc(NC(=O)c3cccs3)cc2)C1 (stereo unspecified)	2	i
COc1ccc(-c2sc3ccc(N4CCOCC4)cc3c2-c2ccc(O)cc2)cc1	-4	i
Cc1ccc(S(=O)(=O)N2CCN(CCc3ccncc3)CC2)cc1	2	i
O=C(CSc1nnc(C2CC2)n1C1CC1)Nc1cccc(Br)c1	2	i
CN(Cc1ccccc1F)C(=O)CCNC(=O)c1ccc(C(C)(C)C)cc1	4	i
CC1CCN(C(=O)C(C)OC(=O)CSc2ccc([N+](=O)[O-])cc2)CC1 (stereo unspecified)	6	i
COC(=O)C1=CO[C@@H](O[C@@H]2O[C@H](CO)[C@@H](O)[C@H](O)[C@H]2O)C2C1CC(O)O[C@H]2C (stereo partly specified)	-6	i
CC(=O)C[C@@H](O)CC(=O)[C@H]1OC(=O)CCCCCCCCc2ccccc21	0	i
C=CC[C@H](CC(=O)N(CCO)Cc1ccccc1)C(=O)N[C@H](C)COC(=O)[C@@H](CC=C)Cc1ccc(F)cc1	9	i
COc1ccccc1CN1Cc2cccc3c2[C@@H](CC1=O)[C@H](O)[C@H](O)C3	3	i
C=CC[C@@H](CC(=O)N[C@@H](CO)Cc1ccccc1)C(=O)N[C@H](C)COC(=O)[C@@H](CC=C)Cc1ccc(F)cc1	8	i
O=C1CCCC/C=C\C[C@H](CC(=O)N(CCO)Cc2ccccc2)C(=O)NCCO1	-1	i
COc1ccc([C@H]2CC(=O)C=C(c3cc(C)ccc3OC)C2)cc1	4	i
COc1ccc2oc(C(=O)OC(C)C(=O)N3C(C)CCCC3C)c(C)c2c1 (stereo unspecified)	-27	i
O=C1C=C(c2ccc3[nH]ccc3c2)C[C@@H](c2ccc(F)cc2)C1	-8	i
O=C(COC(=O)c1c[nH]c2ccccc12)Nc1ccc([N+](=O)[O-])cc1	10	i
COc1ccc([C@H]2CC(=O)C=C(c3ccc(Cl)c(C(F)(F)F)c3)C2)cc1	2	i
CSCCC(NS(=O)(=O)c1ccc(C)cc1)C(=O)NCC(C)(C)N1CCOCC1 (stereo unspecified)	1	i
COc1ccc(NC(=O)CN2C(=O)NC(C)(c3ccc(C)cc3)C2=O)cn1 (stereo unspecified)	-9	i
Cc1ccc(C(=O)NCC(=O)Nc2ccc(Cl)cc2)s1	11	i
C=CCC[C@H](Cc1ccc(F)cc1)C(=O)OC[C@H](C)NC(=O)[C@@H](CC=C)CC(=O)N[C@H](CO)Cc1ccccc1	1	i
Cc1ccccc1NC(=O)Cc1nc(COC(=O)c2cc(Br)ccc2O)cs1	7	i
Cc1cc(C)n(CCCNC(=O)COc2ccc([N+](=O)[O-])cc2)n1	1	i
COc1ccc(OCC(=O)OCC(=O)NC2CCCC2)cc1	1	i
O=C(CSc1nnc2ccccn12)NNC(=O)c1cccc(Cl)c1	-2	i
O=C(/C=C/c1ccc([N+](=O)[O-])cc1)OCC(=O)N1CCOCC1	-2	i
COc1ccccc1-c1oc2ccccc2c1C#CCCCCO	-14	i
CSc1ncccc1C(=O)OCC(=O)c1cc(C)n(C)c1C	6	i
Cc1ccc(S(=O)(=O)N2CCN(C(=O)COC(=O)c3cccnc3Cl)CC2)c(C)c1	4	i

(further entries)
SMILES	HDAC3 inhib	TMEM16A act
COc1ccc(-c2ccnc3c(Br)c(C)nn23)cc1	4	i
CC(=O)Nc1ccc(SCC(=O)NCC2(N3CCCCC3)CCCCC2)cc1	1	i
Cc1nnc(SCC(=O)NNC(=O)c2ccc(F)cc2)n1Cc1ccccc1	-6	i
Cc1cccc(C(=O)O[C@@H]2[C@H](Cc3ccccc3)NS(=O)(=O)[C@H]3C[C@@H]4C=C[C@]23O4)c1	2	i
Cc1ccc(S(=O)(=O)NCCC(=O)N(C)Cc2cccs2)cc1	-6	i
Cn1c(CCC(N)=O)nnc1SCC(=O)Nc1ccccc1C(=O)NC1CC1	9	i
Cc1cccc(NC(=O)c2nc[nH]c2C(=O)NC2CCN(C(=O)OC(C)(C)C)CC2)c1	2	i
CCn1nc(C(=O)OCC(=O)N(CCC#N)c2ccccc2)c2ccccc2c1=O	2	i
Cc1cc(C)c(C#N)c(SCC(=O)Nc2c(C)n(C)n(-c3ccccc3)c2=O)n1	-1	i
Cc1ccc(S(=O)(=O)N2CCOCC2)cc1-c1n[nH]c(=S)n1-c1ccccc1	-6	i
COc1ccc(Cl)cc1NC(=O)CN(C)C(=O)c1ccc2n[nH]nc2c1	1	i
CC(=O)Nc1ccc(S(=O)(=O)NC(C)C(=O)OCCOc2ccc(F)cc2)cc1 (stereo unspecified)	-4	i
CC(=O)c1ccc(S(=O)(=O)N2CCN(C(=O)c3ccc(N)c([N+](=O)[O-])c3)CC2)cc1	0	i
Cc1ccccc1CC(=O)N1CCN(S(=O)(=O)c2ccc(Cl)s2)CC1	8	i
O=C(NCc1ccccc1CN1CCCC1)c1cccc(S(=O)(=O)N2CCCC2)c1	-1	i
COc1ccccc1-c1nnc(SCC(=O)NC2CCCCC2)n1N	-1	i
CCc1ccccc1NC(=O)CN(C)C(=O)COC(=O)c1cccnc1Cl	3	i
O=C(COc1ccc(S(=O)(=O)N2CCOCC2)cc1)NC1CCCCC1	0	i
Cc1ccc(NC(=O)COC(=O)c2c(-c3ccccc3)noc2C)c(C)c1	8	i
Cc1cccnc1NC(=O)CNC(=O)C1CCCCC1	0	i
COc1ccccc1N(CC(=O)N1CCCC1)S(=O)(=O)c1cc([N+](=O)[O-])ccc1Cl	-1	i
Cn1c(=O)c2c(ncn2CC(=O)OCC(=O)NNC(=O)c2ccc(Cl)cc2)n(C)c1=O	1	i
COc1ccc(CC(=O)OCC(=O)NC2CCCC(C)C2C)cc1OC (stereo unspecified)	-4	i
CNCCNC[C@H](Cc1cccc2ccccc12)NCCc1ccccc1	0	i

For reference, some entries already given.
SMILES	HDAC3 inhib	TMEM16A act
Cc1cccc(C(=O)O[C@@H]2[C@H](Cc3ccccc3)NS(=O)(=O)[C@H]3C[C@@H]4C=C[C@]23O4)c1	2	i
Cc1ccc(S(=O)(=O)NCCC(=O)N(C)Cc2cccs2)cc1	-6	i
Cn1c(CCC(N)=O)nnc1SCC(=O)Nc1ccccc1C(=O)NC1CC1	9	i
Cc1cccc(NC(=O)c2nc[nH]c2C(=O)NC2CCN(C(=O)OC(C)(C)C)CC2)c1	2	i
CCn1nc(C(=O)OCC(=O)N(CCC#N)c2ccccc2)c2ccccc2c1=O	2	i
Cc1cc(C)c(C#N)c(SCC(=O)Nc2c(C)n(C)n(-c3ccccc3)c2=O)n1	-1	i
Cc1ccc(S(=O)(=O)N2CCOCC2)cc1-c1n[nH]c(=S)n1-c1ccccc1	-6	i
COc1ccc(Cl)cc1NC(=O)CN(C)C(=O)c1ccc2n[nH]nc2c1	1	i
CC(=O)Nc1ccc(S(=O)(=O)NC(C)C(=O)OCCOc2ccc(F)cc2)cc1 (stereo unspecified)	-4	i
CC(=O)c1ccc(S(=O)(=O)N2CCN(C(=O)c3ccc(N)c([N+](=O)[O-])c3)CC2)cc1	0	i
Cc1ccccc1CC(=O)N1CCN(S(=O)(=O)c2ccc(Cl)s2)CC1	8	i
O=C(NCc1ccccc1CN1CCCC1)c1cccc(S(=O)(=O)N2CCCC2)c1	-1	i
COc1ccccc1-c1nnc(SCC(=O)NC2CCCCC2)n1N	-1	i
CCc1ccccc1NC(=O)CN(C)C(=O)COC(=O)c1cccnc1Cl	3	i
O=C(COc1ccc(S(=O)(=O)N2CCOCC2)cc1)NC1CCCCC1	0	i
Cc1ccc(NC(=O)COC(=O)c2c(-c3ccccc3)noc2C)c(C)c1	8	i
Cc1cccnc1NC(=O)CNC(=O)C1CCCCC1	0	i
COc1ccccc1N(CC(=O)N1CCCC1)S(=O)(=O)c1cc([N+](=O)[O-])ccc1Cl	-1	i

(cont.)
SMILES	HDAC3 inhib	TMEM16A act
COc1ccc(/C(C)=N/Nc2nccnc2Cl)cc1	8	i
C[C@@H]1CN([C@@H](C)CO)C(=O)c2cc(NC(=O)CCN3CCOCC3)ccc2O[C@@H]1CN(C)C(=O)Nc1ccccc1	-1	i
O=C(CC(NC(=O)c1ccccc1)c1ccccc1)NCc1ccccc1 (stereo unspecified)	-2	i
O=C(NC(=O)c1ccccc1)C1=C(N2CCCC2)COC1=O	4	i
O=C(NCc1ccccn1)c1ccc(NS(=O)(=O)c2cccc([N+](=O)[O-])c2)cc1	3	i
C#CCOCCOCCOCCNc1nc(N2CCN(C(=O)C([C@@H](C)O)n3cc([C@@H](N)CCCCN)nn3)CC2)nc(N2CCN(C(=O)[C@H](CO)n3cc([C@@H](N)C(C)C)nn3)CC2)n1 (stereo partly specified)	1	i
O=C(COC(=O)c1ccc(O)cc1)NCCc1c[nH]c2ccccc12	0	i
CCN(c1cccc2ccccc12)S(=O)(=O)c1cccs1	3	i
CCC(=O)N1N=C(c2ccc(NS(=O)(=O)c3ccc(C)cc3)cc2)CC1c1ccco1 (stereo unspecified)	9	i
O=C(CN1C(=O)NC(Cc2c[nH]c3ccccc23)C1=O)Nc1ccc(Br)cc1F (stereo unspecified)	1	i
Cn1cnc(C(=O)N2CCN(c3ccccc3)CC2)c1C(=O)N1CCN(c2ccccc2)CC1	3	i
CN(C(=O)COC(=O)C12CC3CC(CC(C3)C1)C2)c1c(N)n(Cc2ccccc2)c(=O)[nH]c1=O	6	i
COc1cc2cc(CCCOC(=O)c3ccc4c(c3)OCO4)oc(=O)c2cc1OC	-2	i
CC(=O)c1c(C)[nH]c(C(=O)Nc2cccc(S(=O)(=O)N3CCCC3)c2)c1C	9	i
Cc1ccc(S(=O)(=O)NCCC(=O)NCCCSc2ccccc2)cc1	1	i
CCN(C(=O)CSc1nnc(-c2ccco2)n1C)c1c(N)n(Cc2ccccc2)c(=O)[nH]c1=O	-1	i
COc1cccc(C(=O)Nc2cccc(S(=O)(=O)NC3=NCCC3)c2)c1	-18	i
CCN(C(=O)CSc1nccc(=O)[nH]1)C1CCCCC1	-4	i
CN(CC(=O)Nc1ccccc1C(=O)NC1CC1)Cc1cccs1	0	i
COc1ccccc1CN(C)C(=O)COC(=O)c1c(C)noc1C	-9	i
O=C(COC(=O)Cc1ccc(Br)cc1)Nc1ccc(Cl)cn1	-4	i
Cc1nc(SCC(=O)NNC(=O)c2ccc(F)cc2)c2ccccc2n1	-2	i
COc1cccc(CNC(=O)COC(=O)c2nn(C)c(=O)c3ccccc23)c1	-2	i
COc1ccc([C@H]2CC(=O)C=C(c3cc(Cl)ccc3OC)C2)cc1	3	i
O=C(CSc1ccccc1F)NCCN1C(=O)CSC1=O	1	i
O=C(CN1C(=O)NC(CCc2ccccc2)C1=O)N1CCCCCC1 (stereo unspecified)	16	i
O=C(COC(=O)c1cnccn1)Nc1cc(S(=O)(=O)N2CCOCC2)ccc1Cl	-1	i
